Bim-Bfl-1: inhibitors of Bim binding to Bfl-1, primary screen, biochemical, multiplexed, bead-based flow cytometry; Bim-Bfl-1 binding inhibition; Bcl-2-related protein A1 (Homo sapiens), Q16548; 190,000 tested, 0.12% active; inhibition, % at 10 µM;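 note: 0% = wells without compound plus tracer and 100% = blocker peptide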
Bcl-B Bim block: inhibitors of Bim-Bcl-B binding, primary screen, biochemical, multiplexed, human Bcl-2 family. bead-based flow cytometry, Bim peptide-Bcl-B binding. AID 951, 2007. inhibition, % at 10 µM. 190,000 tested, 0.073% active. Bcl-2-like protein 10 (Homo sapiens), Q9HD36;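 note: 0% = tracer peptide without compound and 100% = reference inhibitor peptide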
Target sequence (Q9HD36 whole entry, looked up): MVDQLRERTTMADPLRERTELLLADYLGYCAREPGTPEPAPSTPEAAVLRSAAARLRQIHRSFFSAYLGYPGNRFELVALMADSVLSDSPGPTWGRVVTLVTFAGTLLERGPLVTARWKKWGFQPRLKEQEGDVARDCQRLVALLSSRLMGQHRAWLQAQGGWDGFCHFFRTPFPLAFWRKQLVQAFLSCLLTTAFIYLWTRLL
RGS8-Gao reg: RGS8-Galphao binding modulators, primary screen, biochemical, multiplexed bead flow cytometry; response (percent of control binding), % at 10 µM; Guanine nucleotide-binding protein G(o) subunit alpha (Homo sapiens), P09471; actives lie on both sides; 220,000 tested, 0.34% active; in the data active = response below about 60% or above about 140%; inactive = in between;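 note: Galphao activated as the GDP aluminium fluoride complex binding bead-coupled RGS8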
Target sequence (P09471 whole entry, looked up): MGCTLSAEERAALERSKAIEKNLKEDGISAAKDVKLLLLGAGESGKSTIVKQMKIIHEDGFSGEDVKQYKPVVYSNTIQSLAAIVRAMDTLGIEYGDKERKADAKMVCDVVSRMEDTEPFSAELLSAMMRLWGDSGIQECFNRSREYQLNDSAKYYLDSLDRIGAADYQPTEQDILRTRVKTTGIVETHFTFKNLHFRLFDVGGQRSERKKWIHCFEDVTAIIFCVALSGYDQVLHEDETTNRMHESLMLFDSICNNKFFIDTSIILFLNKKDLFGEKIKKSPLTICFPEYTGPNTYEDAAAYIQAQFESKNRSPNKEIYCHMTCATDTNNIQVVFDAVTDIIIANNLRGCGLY
GSH fluor: compound fluorescence on glutathione beads, profiling panel, artefact control, biophysical, 488/530 nm, flow cytometry; fluorescence (KMESF) at 10 µM; 190,000 tested, 0.25% active; AID 1776, 2009; GSH beads flow cytometry, compound fluorescence 488/530 nm; stronger effect = higher value; in the data active = fluorescence above about 89;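 note: glutathione beads carrying GST-tagged Bcl family fusion proteins plus one bare bead set; values are compound well signal with DMSO vehicle wells as background; inactives centre near 16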
RGS4-Gao reg: modulators of RGS4 binding to Galphao, primary screen, biochemical, multiplexed bead flow cytometry. Guanine nucleotide-binding protein G(o) subunit alpha (Homo sapiens), P09471. actives lie on both sides. binding response (% of control), % at 10 µM. 220,000 tested, 0.33% active. AID 1415, 2008; in the data active = binding response below about 49% or above about 150%; inactive = in between;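 note: fluorescent Galphao activated with aluminum fluoride binding bead-coupled RGS4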
RGS7-Gao: RGS7-Galphao binding modulators, primary screen, biochemical, multiplexed bead flow cytometry. AID 1439, 2008. binding response (% of control), % at 10 µM. 220,000 tested, 0.35% active. actives lie on both sides. Guanine nucleotide-binding protein G(o) subunit alpha (Homo sapiens), P09471; in the data active = binding response below about 49% or above about 150%; inconclusive = no clear call, values can overlap the other calls; inactive = in between;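 note: fluorescent Galphao held in activated GDP-AlF4 state binding bead-coupled RGS7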
ABCB1 inh: ABCB1 efflux pump inhibitors, primary screen, cell-based, multiplex, flow cytometry, ABCG2 counter-screen; ATP-dependent translocase ABCB1 (Homo sapiens), P08183; CCRF-Adr cells, JC-1 efflux; inhibition, % at 6.6 µM; 190,000 tested, 0.067% active; AID 1326, 2008; in the data active = inhibition above about 40%;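 note: 0% = vehicle and 100% = reference inhibitor; higher value means more JC-1 retained so stronger ABCB1 efflux block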
Bcl-XL Bim block: inhibitors of Bim-Bcl-XL binding, primary screen, biochemical, multiplexed, bead flow cytometry, human Bcl-XL; Bcl-2-like protein 1 (Homo sapiens), Q07817; Bim peptide-Bcl-XL binding, fluorescence; inhibition, % at 10 µM; 190,000 tested, 0.04% active; AID 1007, 2008
Bim-Bcl-2: inhibitors of Bim-Bcl-2 binding, primary screen, biochemical, multiplexed, human Bcl-2 family; Bead-based flow cytometry, Bim peptide-Bcl-2 binding; inhibition, % at 10 µM; 190,000 tested, 0.06% active; in the data active = inhibition above about 40%; inconclusive = no clear call, values can overlap the other calls;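 note: 0% = no compound wells with probe peptide and 100% = reference peptide inhibitor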
Target sequence (P10415 whole entry, looked up): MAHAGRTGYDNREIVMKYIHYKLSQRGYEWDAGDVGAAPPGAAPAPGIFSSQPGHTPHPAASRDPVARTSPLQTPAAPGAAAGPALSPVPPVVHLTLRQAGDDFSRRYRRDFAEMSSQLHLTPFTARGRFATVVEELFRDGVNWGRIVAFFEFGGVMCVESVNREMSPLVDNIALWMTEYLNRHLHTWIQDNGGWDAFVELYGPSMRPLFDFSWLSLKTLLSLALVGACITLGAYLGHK
Bcl-W Bim block: inhibitors of Bim binding to Bcl-W, primary screen, biochemical, multiplexed, bead-based flow cytometry. 190,000 tested, 0.02% active. inhibition, % at 10 µM. AID 952, 2007. Bcl-2-like protein 2 (Homo sapiens), Q92843. Bim peptide-Bcl-W binding;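 note: 0% = bound tracer without compound and 100% = peptide blocker; higher means less fluorescent Bim peptide bound to Bcl-W beads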
Target sequence (Q92843 whole entry, looked up): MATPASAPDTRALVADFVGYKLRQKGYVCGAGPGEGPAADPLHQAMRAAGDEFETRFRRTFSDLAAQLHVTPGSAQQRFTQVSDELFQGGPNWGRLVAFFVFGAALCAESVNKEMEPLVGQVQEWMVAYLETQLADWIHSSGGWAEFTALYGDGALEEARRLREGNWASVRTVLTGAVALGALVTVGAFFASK
ABCG2 block: ABCG2 efflux pump inhibitors, primary screen, multiplex with ABCB1, IgMXP3 cells, flow cytometry | Broad substrate specificity ATP-binding cassette transporter ABCG2 (Homo sapiens), Q9UNQ0 | JC-1 efflux | inhibition, % at 6.6 µM | 190,000 tested, 0.1% active;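 active = inhibition above 80%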;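 note: 0% = DMSO and 100% = nicardipine control wells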
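Measure – % inhibition of efflux relative to nicardipine and DMSO · Test system – ABCG2 IgMXP3 and barcoded ABCB1 CCRF-Adr cell mix · Control set – nicardipine as high control, DMSO as low control · Compound – one concentration, 6.6 µM final · Signal – flow cytometry of retained JC-1 fluorescence · Timing – 10 min exposure at 25 °C with rotation, no wash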
The depositor's hits bear a star; u = inconclusive; x = no result given. Cut-off read from the data, not from the text of the source, unless noted: active = inhibition above about 40%.

SMILES,Bim-Bfl-1,Bcl-B Bim block,RGS8-Gao reg,GSH fluor,RGS4-Gao reg,RGS7-Gao,ABCB1 inh,Bcl-XL Bim block,Bim-Bcl-2,Bcl-W Bim block,ABCG2 block
CSCCC(NC(=O)c1ccccc1)C(=O)Nc1ccc(NC(C)=O)cc1 (stereo not given),-17,-6,100,11,101,101,8.6,-4,-4,-3,23
CC(C)(C)NC(=O)CN(CCc1ccccc1)C(=O)c1csnn1,-10,-7,102,17,98,100,1.0,-5,-6,-3,3
O=C(Nc1nccs1)c1ccc(-c2ccc(Cl)cc2)o1,5,2,101,9,106,u,-1.0,0,2,0,-2
CC(=O)Nc1cc(C(=O)N2CCN(C)CC2)ccc1S(=O)(=O)c1ccc(C)cc1,-15,-7,101,22,101,102,0.4,-9,-10,-3,2
CCOC(=O)c1cnc(-c2ccccc2)[nH]c1=O,-13,-5,101,52,99,104,1.0,0,-5,4,5
CC1(C)CC(=O)C(C(=S)Nc2ccc(F)cc2)=C(NCCN2CCOCC2)C1,1,-2,100,6,97,100,1.0,0,1,0,4
N/C(=N\OC(=O)c1ccc(F)cc1)c1ccccc1,1,0,107,10,107,101,0.2,0,-1,-5,3
Cn1c(=O)cc(SCC(=O)N2CCOCC2)c2ccc(Cl)cc21,-13,-4,90,21,99,99,-0.4,-2,-8,2,-2
CCc1cccc(C)c1N(C(=O)Cn1c(CO)nc2ccccc21)C(C)COC (stereo not given),0,0,100,28,98,101,-0.2,-2,-2,0,0
CCc1ccc(OCC(=O)NNC(=O)c2nn(CC)c(=O)c3ccccc23)cc1,-4,0,100,12,97,u,3.5,-2,-2,0,12
Cc1ccc(S(=O)(=O)Nc2ccc3[nH]c(=O)[nH]c3c2)c(C)c1,-5,0,102,33,99,101,0.5,0,0,0,1
COc1ccc(C(=O)/C=C/Nc2cccc(O)c2)cc1,-2,-4,100,5,99,104,-0.1,-3,1,2,0
O=S(=O)(c1ccc(S(=O)(=O)n2cnc3ccccc32)cc1)N1CCCCCC1,-2,-2,95,21,92,96,0.4,0,0,0,2
COc1cc(Cl)c(C)cc1NC(=O)CSc1ccc(NC(C)=O)cc1,0,-4,91,10,98,98,0.9,-1,-1,-2,28
COCCN(C(=S)Nc1ccc(C)cc1)C(C)c1cccnc1 (stereo not given),0,-4,96,18,96,94,-0.3,-2,-3,-2,1

The list continues:
SMILES,Bim-Bfl-1,Bcl-B Bim block,RGS8-Gao reg,GSH fluor,RGS4-Gao reg,RGS7-Gao,ABCB1 inh,Bcl-XL Bim block,Bim-Bcl-2,Bcl-W Bim block,ABCG2 block
O=C(OCC(=O)N1CCOCC1)c1ccccc1SCC(=O)N1CCCC1,-14,-10,97,29,100,101,0.8,-9,-8,-1,2
CCOC(=O)C1(CCCc2ccccc2)CCN(C(=O)c2cnn(CC)c2)CC1,-4,-5,98,12,100,98,0.8,-2,2,0,3
O=C(CC1SCCNC1=O)Nc1cccc(C(F)(F)F)c1 (stereo not given),-15,-10,101,36,103,103,1.6,-6,-10,0,23
O=C(OCC(=O)C12CC3CC(CC(C3)C1)C2)c1cccnc1Cl,x,x,103,x,98,97,0.0,x,x,x,11
COc1ccc2c(C)cc(=O)oc2c1C,3,0,102,20,103,102,0.4,1,1,0,2
Cc1cc(NN)nc(NS(=O)(=O)c2ccccc2Cl)n1,-1,-2,104,14,107,102,0.2,0,0,0,1
CCc1cccc(CC)c1-n1c(SCn2nnc3ccccc3c2=O)nnc1-c1cccnc1,-5,-3,95,71,92,93,1.7,-1,-4,0,1
Cc1c(NC(=O)c2ccco2)cccc1C(=O)NN1C(=O)c2ccccc2C1=O,-5,-5,97,12,97,u,0.2,-6,-2,-7,5
O=C(N/N=C/c1ccc(OC(F)F)cc1OC(F)F)NC1CCCCC1,-3,-2,100,14,100,u,0.2,-2,-3,0,6
COc1ccc(C2CC(=O)C(C=NCCN3CCN(C(C)=O)CC3)=C(O)C2)cc1 (stereo not given),x,x,95,32,90,87,1.5,x,u,x,5
O=C(COc1ccc(Cl)cc1Cl)NCc1ccco1,-13,-9,99,28,97,99,1.1,-7,-10,-4,29
CCC1(c2ccccc2)NC(=O)N(CC(=O)Nc2cccc(C#N)c2)C1=O (stereo not given),-2,0,101,8,105,101,0.5,-5,-6,-1,5
O=c1[nH]c2ccccc2c(=O)n1CCCO,0,0,101,12,102,107,0.9,0,0,-1,9
O=C1OC(c2ccccc2)c2ccccc21 (stereo not given),-1,-7,103,11,102,102,0.5,-6,-2,-5,2
COc1ccccc1N1CCN(C2=NS(=O)(=O)c3ccccc32)CC1,4,0,133,6,129,122,0.9,0,1,2,7

Later entries
SMILES,Bim-Bfl-1,Bcl-B Bim block,RGS8-Gao reg,GSH fluor,RGS4-Gao reg,RGS7-Gao,ABCB1 inh,Bcl-XL Bim block,Bim-Bcl-2,Bcl-W Bim block,ABCG2 block
CC(C)[C@H](NC(=O)c1ccccc1)C(=O)OCC(=O)Nc1ccc2c(c1)OCCO2,-1,-1,94,11,90,94,1.0,0,1,-3,13
CC(C)(C)C(=O)c1sc2nc(-c3cccs3)cc(C(F)(F)F)c2c1N,0,-23,97,17,124,138,33,-3,-6,-3,20
CCc1cc2c(=O)c(-c3ccc4c(c3)OCCO4)coc2cc1OS(C)(=O)=O,-9,-10,100,16,99,96,5.3,-8,-6,-4,15
COc1ccc(/C=C/c2c([N+](=O)[O-])c(=O)n(C)c(=O)n2C)cc1O,2,-1,89,17,71,82,0.8,-1,-1,2,5
Cc1c(Cc2ccccc2)c(=O)oc2c(C)c(OCC(=O)Nc3ccc(C#N)cc3)ccc12,-7,-14,105,11,102,100,-0.5,-9,-9,-3,-1
COCC(=O)Nc1ccc(C(=O)Nc2ccccc2Cl)cc1,-9,-5,108,16,105,104,0.0,-1,0,-1,1
Cc1cc(Cl)ccc1OCC(=O)N1C(C)CCCC1C (stereo not given),-1,0,86,18,94,93,0.1,-2,-2,-3,0
Cc1ccc(NC(=S)N(CCCN2CCCC(C)C2)Cc2ccco2)cc1C (stereo not given),-2,-9,100,14,101,u,1.4,-2,0,2,1
O=S(=O)(NCC1CCCO1)c1ccc(-c2ccc(S(=O)(=O)NCC3CCCO3)cc2)cc1 (stereo not given),-3,-4,102,14,101,102,0.1,-1,-1,2,1
Cc1cc(C)nc(NNC(=O)c2ccccc2O)n1,-2,-4,99,10,99,100,0.2,0,-2,-2,0
O=c1[nH]c(SCc2cccc([N+](=O)[O-])c2)nc2[nH]ncc12,-3,0,103,21,104,105,0.2,0,1,3,1
O=C(NCc1cccs1)C1CC(c2ccc(Cl)c(Cl)c2)=NO1 (stereo not given),4,-1,99,14,100,96,-1.3,-1,-4,0,15
O=C(Nc1ccccc1C(=O)N1CCCCCC1)c1cccc(S(=O)(=O)N2CCOCC2)c1,-4,0,102,7,107,109,1.2,3,-2,6,1
O=S(=O)(NCCSCc1c(Cl)cccc1Cl)c1ccc2c(c1)OCCO2,0,2,108,19,110,107,0.2,-1,0,5,0
COc1ccc(C)cc1NC(=O)CCS(=O)(=O)c1ccc2c(c1)CCN2C(C)=O,-6,-2,102,17,103,u,0.2,0,-1,-1,-1

Carrying on:
SMILES,Bim-Bfl-1,Bcl-B Bim block,RGS8-Gao reg,GSH fluor,RGS4-Gao reg,RGS7-Gao,ABCB1 inh,Bcl-XL Bim block,Bim-Bcl-2,Bcl-W Bim block,ABCG2 block
O=C(COC(=O)CCC1CCCCC1)Nc1ccc(OC(F)F)cc1,-7,-5,103,46,100,104,-0.4,-3,-4,3,0
O=C(CN1CCCCCCC1)Nc1cc(Cl)cc(Cl)c1,-1,-3,121,20,110,106,0.2,-3,1,3,1
CCc1nnc(NC(=O)CSc2nnc(C)n2Cc2ccccc2)s1,1,2,92,17,94,97,0.3,0,2,3,1
O=C(Nc1ncc2c(n1)CC(c1ccco1)CC2=O)c1ccccc1 (stereo not given),0,-3,100,12,101,99,0.4,-3,-3,-4,3
Cc1cc(=O)n(-c2ccc(Cl)cc2)c(=O)[nH]1,-3,-2,100,14,102,u,0.1,0,-1,0,0
Cn1c(=O)cc(OCCCC(=O)NCc2ccc(F)cc2Cl)c2ccccc21,-5,-3,101,11,103,99,1.1,-2,0,-4,12
COC(=O)C1C(=O)C=C(Nc2ccc(F)cc2F)CC1c1ccccc1 (stereo not given),14,8,103,8,100,103,0.6,2,13,1,1
COCCCn1nnnc1SCC(=O)Nc1ccc2c(c1)OCCO2,-4,-1,100,12,100,98,-1.1,-1,0,0,2
O=C(O)c1cc(NC(=O)c2ccc(Cl)c([N+](=O)[O-])c2)cc(C(=O)O)c1,-6,1,101,15,98,102,-0.3,-1,-1,1,-1
Cc1cccc(-n2c(-c3ccco3)nc3nc4ccccc4nc32)c1,-5,-7,73,31,53,78,0.8,-1,-7,-5,2
COc1ccc(Cl)cc1Nc1nc(-c2sc(NC(=O)c3ccco3)nc2C)cs1,2,-2,95,11,84,93,-1.1,0,-1,0,-3
CCN(CC)S(=O)(=O)c1ccc(C(=O)N(c2ccc(C)cc2)C2C=CS(=O)(=O)C2)cc1 (stereo not given),-5,-3,102,16,104,u,37,-2,-1,-1,19
CS(=O)(=O)NCCNc1ncc(C(F)(F)F)cc1Cl,-6,-6,101,18,103,u,-0.1,-5,-4,-3,2
O=C(Nn1cnc2ccccc2c1=O)c1ccccc1,1,0,106,20,98,100,0.6,-1,0,-1,2
Cc1cccc(NS(=O)(=O)c2ccc3[nH]c(=O)cc(C(=O)OC(C)C(=O)Nc4ccc([N+](=O)[O-])cc4)c3c2)c1 (stereo not given),3,-5,99,14,102,101,-0.8,6,-1,6,-2

(listing goes on)
SMILES,Bim-Bfl-1,Bcl-B Bim block,RGS8-Gao reg,GSH fluor,RGS4-Gao reg,RGS7-Gao,ABCB1 inh,Bcl-XL Bim block,Bim-Bcl-2,Bcl-W Bim block,ABCG2 block
COCCN(CCOC)S(=O)(=O)c1ccc(C(=O)Nc2nc(-c3ccccc3)c(C(=O)c3ccccc3)s2)cc1,-4,-3,105,10,99,99,-0.5,-7,-3,-2,-4
COc1ccccc1NC(=O)c1cccs1,0,1,103,14,107,106,1.1,-1,2,-1,6
CCOCCCNC(=O)c1ccccc1SCC,0,-2,104,18,103,103,0.0,-2,0,0,0
O=S(=O)(CCn1cccc1)CCn1cccc1,-19,-7,103,22,101,98,1.2,-5,-12,0,11

Bioassay records (PubChem BioAssay)
